APJ antag: APJ receptor antagonism; P35414; CHO-K1 APJ beta-arrestin complementation, luminescence; inhibition, % at 20 µM; 330,000 compounds, 0.32% hits; AID 2521;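 active means inhibition above about 40% at 20 µM, limit read from the data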;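 further: cells challenged with 10 nM apelin-13 agonist together with compound; plate controls were apelin-13 plus DMSO wells for no effect and DMSO wells lacking apelin-13 for full effect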
CCR6 antag: antagonists of human CCR6 receptor | CHO-K1 CCR6 PathHunter beta-arrestin, luminescence, CCL20-stimulated | inhibition, % at 20 µM | 340,000 compounds, 0.49% hits | AID 493098;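 active means compounds whose inhibition of the agonist-driven luminescence signal at 20 µM reaches about 50%, limit read from the data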;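 further: cells stimulated with CCL20 at 14 nM final; plate controls were DMSO with CCL20 for no effect and DMSO without agonist for full effect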
Target sequence (P51684 whole entry, looked up): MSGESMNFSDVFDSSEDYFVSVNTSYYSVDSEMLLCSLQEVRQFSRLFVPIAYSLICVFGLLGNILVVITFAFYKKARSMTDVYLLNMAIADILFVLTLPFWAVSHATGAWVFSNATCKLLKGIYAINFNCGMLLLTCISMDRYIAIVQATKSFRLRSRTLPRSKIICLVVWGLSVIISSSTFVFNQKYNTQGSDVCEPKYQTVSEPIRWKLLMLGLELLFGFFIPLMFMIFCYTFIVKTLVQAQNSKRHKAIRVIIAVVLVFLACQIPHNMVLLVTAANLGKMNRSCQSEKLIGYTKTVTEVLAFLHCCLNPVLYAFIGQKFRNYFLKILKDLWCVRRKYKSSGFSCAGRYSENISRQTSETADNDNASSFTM
UBC13 inh: inhibitors of human UBC13 polyubiquitin chain formation; P61088; TR-FRET; inhibition, % at 20 µM; 330,000 compounds, 0.47% hits; AID 485273; in the data active means inhibition above about 45%, passing the limit was not always enough
Target sequence (P61088 whole entry, looked up): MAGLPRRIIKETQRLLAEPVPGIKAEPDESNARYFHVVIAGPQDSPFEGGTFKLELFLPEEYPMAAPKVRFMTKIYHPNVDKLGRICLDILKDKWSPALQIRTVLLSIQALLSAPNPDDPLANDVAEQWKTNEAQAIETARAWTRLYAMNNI
Jurkat NFkB inh: inhibitors of the PMA/ionomycin-induced NF-kB reporter in Jurkat cells | PMA/ionomycin-induced NF-kB luciferase reporter, luminescence | inhibition, % at 4 µM | 330,000 compounds, 0.53% hits; in the data active means inhibition above about 50%
CXCR6 inh: inhibitors of human CXCR6 receptor; AID 602244; CHO-K1 PathHunter CXCR6 beta-arrestin, luminescence; 360,000 compounds, 0.36% hits; inhibition, % at 20 µM; O00574; in the data active means inhibition above about 34%, passing the limit was not always enough;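 further: antagonist mode with CXCL16 agonist at 10 nM final; 0% = 10 nM CXCL16 with DMSO and 100% = unstimulated wells without agonist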
EBI2 antag: blocks human EBI2 receptor beta-arrestin signaling; 360,000 compounds, 0.81% hits; P32249; EBI2 beta-arrestin recruitment, luminescence, 7a,25-OHC stimulated; inhibition, % at 5 µM; in the data active means inhibition above about 38%;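 further: enzyme fragment complementation signal reports receptor beta-arrestin coupling in cells; 0% = agonist plus DMSO wells and 100% = wells without agonist; some results beyond the cut were filed as inactive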
Target sequence (P32249 whole entry, looked up, the tested form may be a part): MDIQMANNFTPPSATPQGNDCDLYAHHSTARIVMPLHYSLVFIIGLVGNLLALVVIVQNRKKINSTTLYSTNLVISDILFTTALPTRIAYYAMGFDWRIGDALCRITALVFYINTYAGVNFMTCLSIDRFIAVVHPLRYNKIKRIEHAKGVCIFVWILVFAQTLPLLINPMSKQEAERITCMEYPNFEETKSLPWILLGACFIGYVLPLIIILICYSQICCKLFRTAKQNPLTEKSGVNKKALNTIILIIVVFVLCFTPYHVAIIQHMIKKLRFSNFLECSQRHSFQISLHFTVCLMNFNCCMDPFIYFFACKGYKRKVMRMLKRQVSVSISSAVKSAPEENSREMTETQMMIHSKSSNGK
Gli-Sufu block: Gli-Sufu pathway antagonism | Sufu-KO-LIGHT fibroblasts, Gli luciferase reporter luminescence | inhibition, % at 5 µM | 340,000 compounds, 0.74% hits | AID 588413;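 active means inhibition above about 55%, limit read from the data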;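 further: 0% = DMSO-treated cells and 100% = wells with medium but no cells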
697 NFkB inh: lowers PMA/ionomycin-induced NF-kB signal in 697 B cells; 330,000 compounds, 0.33% hits; 697 B-cell NF-kB luciferase reporter, 16 h; inhibition, % at 4 µM; in the data active means inhibition above about 35%
* marks the source's active call; other numbers are inactive results; / = no result given.

SMILES	APJ antag	CCR6 antag	UBC13 inh	Jurkat NFkB inh	CXCR6 inh	EBI2 antag	Gli-Sufu block	697 NFkB inh
Cc1nnc(SCSc2nnc(C)s2)s1	14	-13	4	-5	-3	-11	7	32
CCOCCCNC(=O)C1CCN(S(=O)(=O)c2ccc3nc4c(c(C(=O)O)c3c2)CCCCC4)CC1	6	1	-2	4	0	1	-4	16
CCOC(=O)c1sc2nc(CSc3ccccc3Cl)[nH]c(=O)c2c1C	7	4	4	-6	-5	8	4	9
COc1ccc(NC(=O)CCCc2c[nH]c3ccccc23)cc1OC	-3	-1	8	-4	7	-13	2	6
CCOCc1cc(CN2CCC(CCC(=O)NC3CC3)CC2)ccc1OC	-2	12	8	11	7	-8	-7	15
Cc1c(-c2nc3ccccc3[nH]2)cnn1C	-9	4	-1	-18	-5	1	2	11
CC1Cc2ccccc2N1C(=O)Cn1cc([N+](=O)[O-])ccc1=O (centres undefined)	6	1	15	-5	-4	-7	-3	6
COC(=O)c1c(NC(=O)CSc2nccn2C)sc(C)c1C	-47	12	-8	-8	1	-5	-11	-17
Cc1cc(/N=C/C=C2\N(C)c3ccccc3C2(C)C)n(CCC#N)n1	15	13	0	23	-1	5	48	-16
Cc1ccc(-c2nnc3sc(-c4ccncc4)nn23)cc1	-2	5	-6	-12	9	-5	3	-29
Cc1ccc(-c2noc(CNc3ccccc3)n2)cc1	-12	30	10	-15	-17	-2	-28	5
COc1ccccc1-c1nnc2sc(COc3ccc(Cl)cc3Cl)nn12	12	2	13	21	-8	6	1	-6
O=C(CSc1nccc(=O)[nH]1)Nc1ccc2c(c1)OCCO2	0	-1	9	-11	5	-6	-50	-15
O=C(/C(Br)=C/Nc1cc(Cl)ccc1Cl)C(F)(F)F	7	1	-2	-5	-6	-11	-4	-3
COc1ccc(Cc2noc(CN(C)CC3CCN(Cc4ccccc4)CC3)n2)cc1OC	0	2	-12	-7	-2	-1	15	-9
COc1cccc(-c2cn3nc(C)c(C)nc3n2)c1	11	8	1	-54	13	6	3	-70
Cc1cc(C)c(C#N)c(Oc2ccccc2Br)n1	15	3	-22	-12	2	0	-2	-23
CC(C)Cn1c(N)c(C=O)c(=O)[nH]c1=O	-21	1	2	4	7	-5	-1	7
COc1ccc(-c2cc(C(=O)N3CCOCC3)no2)cc1OC	-1	-14	4	-18	0	-3	-14	-10
CCNC(=O)Nc1ccc(OC)cc1OC	7	9	4	12	-4	-2	-3	16
CCOc1ccc(C(=O)N(CC(=O)Nc2cccc(C)c2C)CC2CCCO2)cc1OC (centres undefined)	13	-6	5	-3	-7	-4	-7	-4
Nc1nccc(SCc2ccc(Cl)cc2Cl)n1	/	4	/	/	-7	1	-9	/
O=C(CS(=O)(=O)c1ccccc1)NCc1ccccc1	23	-3	3	-10	0	0	-3	1
O=C(NCCN1CCCCC1)Nc1cccc(C(F)(F)F)c1	9	5	12	-4	2	-1	10	5
NC(=O)C1CCN(Cc2cccc(OCc3ccccc3)c2)CC1	5	9	-3	-19	5	7	2	-11
The list continues.
SMILES	APJ antag	CCR6 antag	UBC13 inh	Jurkat NFkB inh	CXCR6 inh	EBI2 antag	Gli-Sufu block	697 NFkB inh
COc1ccc(-c2cc(C(=O)Nc3ccccc3SC)no2)cc1OC	6	-20	1	-5	-12	11	4	7
CC(C)CC(=O)CC1(O)C(=O)Nc2ccccc21 (centres undefined)	9	6	4	7	-12	-16	-3	17
CCNC(=O)C1CCCN1S(=O)(=O)c1ccc(C)cc1 (centres undefined)	6	5	3	-7	7	3	4	20
CCCCC(c1nnnn1CCOC)N1CCN(C(=O)c2ccco2)CC1 (centres undefined)	/	-11	/	/	1	-8	-4	/
CC1CCC(NC(=O)COC(=O)c2ccc3ncsc3c2)CC1 (centres undefined)	-6	4	1	-9	4	7	-28	-12
CC(=O)NCCc1nc2ccccc2n1Cc1ccc(C)cc1	-19	-2	-3	-4	3	1	7	14
Cc1cc(-c2nn(-c3ccccc3F)cc2CN(C)CC(O)CO)c(C)s1 (centres undefined)	9	-1	-4	-7	-2	4	-10	11
O=C(COC(=O)c1cnc(Cl)c(Cl)c1)Nc1cccc(S(=O)(=O)N2CCOCC2)c1	-4	6	0	11	-17	7	4	1
CCOc1ccc(OCCOc2ccc(/C=C/C(=O)O)cc2OCC)cc1	-10	6	-5	-2	-1	7	-14	-1
Cc1ccccc1NS(=O)(=O)c1ccc(-c2ccc(=O)[nH]n2)o1	-4	-5	-4	-13	8	-7	-4	-35
NC1=NC(c2ccc(F)cc2)n2c(nc3ccccc32)N1 (centres undefined)	18	6	-2	12	-5	3	6	-11
Cc1occc1-c1nnc(-c2cc([N+](=O)[O-])cc([N+](=O)[O-])c2)o1	-80	-20	-5	-10	-13	1	-37	24
Cc1cccc(N2CCN(S(=O)(=O)c3cc4c(cc3Cl)NC(=O)CO4)CC2)c1C	4	7	3	-1	-12	-2	33	3
CC1CCN(CCC(=O)Nc2ccc(Cl)cc2)CC1	1	3	2	4	-7	-1	0	17
Cc1cc(NC(=O)CCC(=O)N(CC(=O)NCC2CCCO2)c2ccc(C)c(C)c2)no1 (centres undefined)	4	6	-4	-6	0	-4	-1	7
O=S(=O)(c1ccc2ccccc2c1)N1CCN(CCO)CC1	6	10	0	-19	-5	-12	14	4
CCC1SC(CC)C(=O)N(CC(=O)NCCc2ccccc2)C1=O (centres undefined)	-12	3	-2	0	3	-7	-4	13
O=C(COc1ccc2c3c(c(=O)oc2c1)CCC3)NC1CCCCC1	-27	5	-10	-2	0	-1	-6	-22
CCC(C)NC(=O)c1cn(-c2cccc(C)n2)cn1 (centres undefined)	4	-27	5	-11	-8	-21	-15	-3
C/C(=N\NC(=O)CCc1ccc(S(=O)(=O)N2CCOCC2)cc1)c1ccc(Br)cc1	-15	-5	0	3	-2	-8	-19	18
Cc1ccccc1NC(=O)C1CC(=O)n2ncnc2N1 (centres undefined)	-5	-7	0	1	-5	3	4	13
Cc1ccc(OCc2nc(C#N)c(NCCCn3ccnc3)o2)cc1	-4	15	2	7	0	4	7	-5
Cc1onc(-c2ccccc2Cl)c1C(=O)NNC(=O)c1cccc(F)c1	-16	1	6	11	1	1	-6	15
COc1ccccc1C(OC(=O)c1cccs1)C(=O)NCC1CCCO1 (centres undefined)	9	2	-2	-31	2	2	-6	13
COc1ccc(N2CC(C(=O)NCCS(=O)(=O)N3CCN(c4ccccc4)CC3)CC2=O)cc1 (centres undefined)	6	2	-7	13	3	0	-3	5
Further results follow.
SMILES	APJ antag	CCR6 antag	UBC13 inh	Jurkat NFkB inh	CXCR6 inh	EBI2 antag	Gli-Sufu block	697 NFkB inh
CCc1nc(NCCO)c(C#N)c2c1CSC(C)(C)C2	-10	13	-4	-15	-5	0	1	-7
Cn1c(-c2cccs2)[n+](C)c2ccccc21	-7	10	-4	0	1	-3	-1	-3
CSCCC(NC(=O)c1ccc(Cl)cc1Cl)C(=O)NNC(=O)c1csc(N2CCOCC2)n1 (centres undefined)	-1	10	58*	1	2	-1	-13	4
N#Cc1ccc(C(=O)CSc2n[nH]c(=O)n2Cc2ccco2)cc1	6	-2	3	12	-6	-2	2	-13
CCn1c(CC(=O)Nc2ccccc2OC)nnc1SCC(=O)Nc1ccccc1F	7	3	-5	2	2	8	8	-5
CCC[N+]1(CC#CCC(c2ccccc2)c2ccccc2)CCCCC1	10	7	1	35	4	1	84*	3
COc1ccc2[nH]c(=O)c(CN(C(=O)C3CCCO3)c3ccc(C)cc3)cc2c1 (centres undefined)	4	-9	-9	-14	0	5	-1	-10
O=C1/C(=N\S(=O)(=O)c2cccs2)C([n+]2cccc(Cc3ccccc3)c2)=C([O-])c2ccccc21	-4	13	-105	32	-24	-6	19	-19
COc1ccccc1/C=C1\CCC(C2CCCC2)C1=O (centres undefined)	9	17	1	-52	3	15	-8	-24
Cc1cn(S(=O)(=O)c2ccc(Br)c3ccccc23)cn1	4	/	-6	-6	/	/	/	-4
N/C(=N\c1nc2ccccc2o1)NC(=O)c1ccccc1NC(=O)c1ccccc1	0	-21	-5	-4	-9	14	-1	-12
COC(=O)Cn1c(=NC(=O)c2cc(OC)cc(OC)c2)sc2cc(OC)ccc21	-9	24	23	-3	9	15	22	26
COC(=O)c1[nH]c2ccccc2c1NC(=O)C(C)N1CC(C)OC(C)C1 (centres undefined)	0	5	3	11	11	6	6	2
O=S(=O)(Nc1cccc(C(F)(F)F)c1)c1cccnc1	-10	4	-14	7	7	-4	-2	-7
CC(C)(C)NC(=O)NC(=O)CSc1n[nH]c(-c2ccccc2Br)n1	-16	9	4	-12	6	3	0	11
NNC(=O)CNC(c1ccccc1)c1cc(Br)ccc1NC(=O)c1ccc(Br)cc1 (centres undefined)	-4	11	2	12	3	13	11	-3
C[n+]1ccc(CC2C(=[N+]([O-])[O-])C=Nc3ncnn32)cc1 (centres undefined)	/	4	/	/	4	-4	-1	/
CCN(CC)C(=O)c1cn(CC)c(=O)c2cc(OC)c(OC)cc12	0	-9	-12	-1	1	-10	4	21
COc1ccc2nc(Nc3ccccc3)sc2c1	13	-5	-2	-186	-4	6	-27	-132
COc1ccc(C(=O)C2CCCN(C(=O)CCNC(C)=O)C2)cc1OC (centres undefined)	-2	4	-4	-14	5	-8	-4	-7
COc1nc(SCC(=O)Nc2ccccc2Cl)nc(N(C)C)n1	8	7	8	-2	3	0	6	15
CCOc1ccc(OCC)c(NC(=O)C2CCCN(S(=O)(=O)c3cnc[nH]3)C2)c1 (centres undefined)	-15	-5	-2	3	4	-11	0	-9
CN(C)c1cc(Nc2ccc(O)cc2)c([N+](=O)[O-])c2nonc12	-11	26	-32	-16	16	-2	5	-30
N#CCCN1CCN(S(=O)(=O)c2ccc(C3CCCCC3)cc2)CC1	3	2	-6	-4	-27	-2	9	1
CCOC(=O)C1=CN(CC)S(=O)(=O)NC1c1ccc(C(F)(F)F)cc1 (centres undefined)	/	14	/	/	2	-9	2	-9

The closing 3 entries of the section above open the next one:
SMILES	APJ antag	CCR6 antag	UBC13 inh	Jurkat NFkB inh	CXCR6 inh	EBI2 antag	Gli-Sufu block	697 NFkB inh
CN(C)c1cc(Nc2ccc(O)cc2)c([N+](=O)[O-])c2nonc12	-11	26	-32	-16	16	-2	5	-30
N#CCCN1CCN(S(=O)(=O)c2ccc(C3CCCCC3)cc2)CC1	3	2	-6	-4	-27	-2	9	1
CCOC(=O)C1=CN(CC)S(=O)(=O)NC1c1ccc(C(F)(F)F)cc1 (centres undefined)	/	14	/	/	2	-9	2	-9
Cc1cccc(N2CCN(C(=O)C3CCN(c4ncnc5c4nc4n5CCCCC4)CC3)CC2)c1C	-5	16	8	26	-2	4	23	-47
COc1ccc(/C=C2\C(=N)N3N=C(CC(=O)N4CCOCC4)SC3=NC2=O)cc1	15	6	-22	4	11	-11	2	-9
CSc1ccccc1C(=O)C1CCCN(C(=O)CCc2cccnc2)C1 (centres undefined)	0	6	-8	3	8	-2	1	-12
CCOc1ccc(CC(=O)N/N=C/c2cccnc2)cc1OCC	4	2	-1	4	4	3	7	32
COCc1nnc(NC(=O)CCCCCN2C(=O)c3ccccc3C2=O)s1	14	6	2	0	-1	3	-17	20
Nc1cc(=O)[nH]c2nnc(SCC(=O)Nc3cccc4ccccc34)n12	-32	14	0	7	-3	-1	9	17
Oc1ccc(-c2nc3ccc4ccccc4c3c3c2CCC3)cc1O	-5	4	-5	-46	-3	3	56*	-50
O=[N+]([O-])c1ccc(N2CCN(c3ccc(F)cc3)CC2)cc1	6	8	-2	25	9	-1	4	-17
Cn1c(/C(C#N)=C(\O)c2cccc(F)c2)nc2ccccc21	11	20	2	-32	-7	5	-23	-23
Cc1nnc(NC(=O)C2CCCN(S(=O)(=O)c3ccccc3C(F)(F)F)C2)s1 (centres undefined)	-10	8	2	-8	2	9	4	-1

Among those listed so far, these have a COOH group.
SMILES	APJ antag	CCR6 antag	UBC13 inh	Jurkat NFkB inh	CXCR6 inh	EBI2 antag	Gli-Sufu block	697 NFkB inh
CCOCCCNC(=O)C1CCN(S(=O)(=O)c2ccc3nc4c(c(C(=O)O)c3c2)CCCCC4)CC1	6	1	-2	4	0	1	-4	16
CCOc1ccc(OCCOc2ccc(/C=C/C(=O)O)cc2OCC)cc1	-10	6	-5	-2	-1	7	-14	-1

Screening results as filed in PubChem.
